TLR9-MyD88 block = TLR9-MyD88 interaction inhibition. Q9NR96+Q99836. CHO BLA complementation TLR9-MyD88, CCF4 FRET ratio. inhibition, % at 4.98 µM. actives 0.21% (n = 340,000);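 active = inhibition above the mean over all tested compounds plus 3 SD, cut at about 21% in these data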;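 also: 0% = DMSO only wells and 100% = clavulanate BLA inhibitor control wells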
MC4R antagonist = blocks human MC4R cAMP signaling; P32245; actives 0.48% (n = 360,000); MC4R-expressing cells, MTII-stimulated cAMP, LANCE TR-FRET; AID 540295; inhibition, % at 6.5 µM;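 active = inhibition above its plate's cutoff, the mean of tested wells on that plate plus 3 SD, cut at about 29% in these data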;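 also: 0% = Melanotan II alone and 100% = Melanotan II plus saturating MCL0020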
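System: U2OS-MC4R stable cell line; Technique: Eu-cAMP/anti-cAMP TR-FRET, emission 671 nm; Repeats: single well per compound; Also added: Melanotan II; Dosing: one concentration, 6.5 µM nominal; Schedule: 30-min compound, 1-h challenge, 1-h detection, room temperature.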
SRC1 inh = inhibitors of human steroid receptor coactivator 1 (SRC1) | Q15788 | HEK293 GAL4-SRC1 luciferase reporter, luminescence | inhibition, % at 3.6 µM | actives 0.12% (n = 360,000) | AID 588354;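 active = inhibition above the campaign mean plus 3 SD, with each screening campaign given its own cutoff, cut at about 60% in these data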;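 also: 0% = DMSO treated cells and 100% = gossypol at 36 µM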
COUP-TFII inh = blocks human COUP-TFII nuclear receptor. P24468. HEK293T NGFI-A luciferase reporter, luminescence. inhibition, % at 8.6 µM. actives 0.7% (n = 370,000). AID 686940;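 active = inhibition above a per-plate cutoff, mean inhibition of test wells between control levels plus 3 SD, cut at about 38% in these data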;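 also: cells cotransfected with COUP-TFII expression vector driving the NGFI-A reporter; 0% = median of COUP-TF2 test wells and 100% = reporter-only cells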
EBV LMP1 NFkB = reduces LMP1-driven NF-kappaB luciferase signal | inhibition, % at 12.5 µM | LMP1-induced NF-kappaB luciferase reporter cells, luminescence | actives 0.69% (n = 350,000) | AID 504558; in the data active = inhibition above about 41%;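 also: 0% = neutral control wells and 100% = reference inhibitor control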
ABHD5 PLIN5 PPI = inhibitors of human ABHD5-perilipin-5 interaction; Split G. princeps luciferase complementation, luminescence, 4 h; AID 602281; Q00G26+Q8WTS1; inhibition, % at 4 µM; actives 0.78% (n = 360,000);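 active = inhibition above the mean inhibition across every tested compound plus 3 SD, cut at about 22% in these data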;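 also: 0% = DMSO only wells and the 100% control is not disclosed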
NOD2 RIPK2 PPI = inhibitors of human NOD2-RIPK2 interaction. actives 0.38% (n = 360,000). CHO BLA complementation NOD2-RIPK2, CCF4 ratio. O43353. inhibition, % at 4.98 µM; in the data active = inhibition above about 21%;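 also: 0% = vehicle only and 100% = reference blocker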
NCOA3 inh = inhibitors of human steroid receptor coactivator 3 (SRC3) | HEK293 GAL4-SRC3 luciferase reporter, luminescence | actives 0.17% (n = 360,000) | inhibition, % at 3.6 µM | AID 588352 | Q9Y6Q9;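 active = inhibition above a per-campaign cutoff, the mean of all compounds plus 3 SD, cut at about 60% in these data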;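 also: 0% = DMSO-treated cells and 100% = gossypol-treated cells at 36 µM; higher means less SRC3-driven luciferase light from the GAL4 reporter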
NCOA2 inhibitor = inhibits human steroid receptor coactivator 2 | inhibition, % at 9 µM | AID 651957 | HEK293 GAL4-SRC2 luciferase reporter, luminescence | actives 0.17% (n = 370,000);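 active = inhibition above the mean inhibition of all tested compounds plus 3 SD, set per campaign, cut at about 52% in these data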;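 also: 0% = DMSO treated cells and 100% = cells given Gossypol at 36 µM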
Target sequence (Q15596 whole entry, looked up, the tested form may be a part): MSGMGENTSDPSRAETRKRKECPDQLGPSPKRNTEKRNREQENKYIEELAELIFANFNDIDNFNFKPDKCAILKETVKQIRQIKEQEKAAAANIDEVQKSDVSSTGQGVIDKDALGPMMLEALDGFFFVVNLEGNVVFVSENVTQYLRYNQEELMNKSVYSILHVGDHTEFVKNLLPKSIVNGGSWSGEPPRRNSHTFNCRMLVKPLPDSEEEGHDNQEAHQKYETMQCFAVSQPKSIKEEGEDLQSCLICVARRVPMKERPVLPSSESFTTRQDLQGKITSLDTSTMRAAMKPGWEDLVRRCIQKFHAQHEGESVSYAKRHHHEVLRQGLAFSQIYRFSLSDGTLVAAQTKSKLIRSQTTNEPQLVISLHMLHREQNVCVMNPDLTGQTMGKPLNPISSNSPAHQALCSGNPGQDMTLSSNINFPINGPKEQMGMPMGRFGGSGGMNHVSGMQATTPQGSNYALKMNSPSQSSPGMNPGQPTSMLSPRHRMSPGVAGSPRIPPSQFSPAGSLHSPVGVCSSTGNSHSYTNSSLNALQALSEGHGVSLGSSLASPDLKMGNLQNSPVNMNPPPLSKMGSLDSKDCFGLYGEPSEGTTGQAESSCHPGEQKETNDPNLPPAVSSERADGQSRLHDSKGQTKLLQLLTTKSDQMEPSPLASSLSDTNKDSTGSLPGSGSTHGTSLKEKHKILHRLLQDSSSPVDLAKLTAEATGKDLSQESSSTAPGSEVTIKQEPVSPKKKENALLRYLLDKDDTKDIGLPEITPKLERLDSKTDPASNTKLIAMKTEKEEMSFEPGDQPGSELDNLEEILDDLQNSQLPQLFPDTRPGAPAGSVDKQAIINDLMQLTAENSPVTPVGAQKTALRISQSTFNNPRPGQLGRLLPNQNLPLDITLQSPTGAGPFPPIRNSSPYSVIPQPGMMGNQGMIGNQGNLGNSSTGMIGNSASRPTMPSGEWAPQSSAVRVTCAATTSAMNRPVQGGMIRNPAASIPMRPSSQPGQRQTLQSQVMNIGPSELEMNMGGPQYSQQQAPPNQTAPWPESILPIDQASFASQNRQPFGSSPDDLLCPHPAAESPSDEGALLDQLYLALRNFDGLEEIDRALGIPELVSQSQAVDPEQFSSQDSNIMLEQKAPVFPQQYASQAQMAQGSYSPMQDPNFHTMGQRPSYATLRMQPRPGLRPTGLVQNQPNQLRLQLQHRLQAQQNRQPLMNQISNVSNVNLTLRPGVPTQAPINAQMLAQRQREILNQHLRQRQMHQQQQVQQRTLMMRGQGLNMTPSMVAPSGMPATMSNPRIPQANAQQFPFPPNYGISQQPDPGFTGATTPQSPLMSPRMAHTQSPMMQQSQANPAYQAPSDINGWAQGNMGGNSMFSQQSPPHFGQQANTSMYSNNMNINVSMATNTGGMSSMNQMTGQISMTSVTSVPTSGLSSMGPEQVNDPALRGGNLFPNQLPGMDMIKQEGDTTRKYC
NR5A2 inv ag = suppresses constitutive activity of human LRH-1; actives 0.13% (n = 360,000); inhibition, % at 3.6 µM; O00482; HEK293T StAR-luciferase reporter, LRH-1 transfected, 24 h;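 active = inhibition above the mean inhibition of all tested compounds plus 3 SD, cut at about 73% in these data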;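 also: 0% = DMSO wells and 100% = reporter-only cells lacking LRH-1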
MC4R ag barr = agonists of human melanocortin 4 receptor (MC4R) beta-arrestin; activation, % at 8.9 µM; actives 0.98% (n = 360,000); U2OS MC4R beta-arrestin complementation, luminescence; percent of melanotan II response, DMSO zero; AID 540308; P32245;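 active = activation above a per-plate cutoff, the mean activation of sample wells on that plate plus 3 SD, cut at about 8% in these data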
Active calls of the source: *.

EBV LMP1 NFkB	TLR9-MyD88 block	SRC1 inh	NR5A2 inv ag	NOD2 RIPK2 PPI	MC4R antagonist	NCOA3 inh	NCOA2 inhibitor	ABHD5 PLIN5 PPI	molecule	MC4R ag barr	COUP-TFII inh
-4	8	-16	-18	2	2	5	-1	-7	O=C(c1cc(=O)c2ccccc2o1)N1CCN(c2ccccc2F)CC1	-2.8	-9
11	-11	-3	19	3	10	14	0	0	Cc1cc(N2CCN(C(=O)c3ccco3)CC2)c2ccccc2n1	-1.3	-15
3	-3	1	-5	-2	7	22	-9	8	CN(C)S(=O)(=O)c1ccc(C(=O)NCc2nnc(SCC(=O)NCc3ccco3)o2)cc1	-1.7	-6
12	0	-20	-74	4	7	-4	-10	-2	COc1ccc(/C=C/C(=O)NC(=S)NNC(=O)c2c(-c3ccccc3)noc2C)cc1	-5.8	-9
-6	2	-13	-10	-3	2	18	-1	3	CCOC(=O)C1=C(C)NC2=C(C(=O)CCC2)C1c1coc2ccccc2c1=O (stereo not given)	-0.8	1
-46	-1	-11	-1	-1	20	-15	-14	-10	Cc1cccc2c1c1ccc3c(c1n2C)C(=O)C=CC3=O	1.7	-6
-3	0	-16	1	12	6	8	14	0	Cc1cccc(C(=O)OCC(=O)NC(=O)Cc2ccccc2)c1O	0.5	-22
-1	9	14	-2	4	-3	-10	17	4	Cc1ccc(NC(=O)CCNC(=O)c2ccco2)cc1Cl	-1.4	-23
0	6	31	2	0	2	32	-8	-2	Cc1nc(-c2cccnc2)sc1C(=O)Nc1cccc(C(F)(F)F)c1	1.6	6
-2	-3	0	-4	-5	0	-4	16	-1	O=C(Nc1cccc(Cl)c1)c1ccncc1	2.7	3
-5	5	-36	-43	3	-6	-69	-63	-1	CCS(=O)(=O)N1Cc2ccccc2CC1C(=O)Nc1cccc(OC)c1 (stereo not given)	-1.1	-24
-16	1	7	10	2	3	6	-17	-5	O=[N+]([O-])c1cccc(S(=O)(=O)NC2CC3CCC2C3)c1 (stereo not given)	-3.3	-10
3	7	2	2	7	-2	14	5	10	O=C(Nc1ccc(F)cc1)C1CCC(N2C(=O)c3ccccc3C2=O)CC1 (stereo not given)	0.5	-30
-18	7	-24	-4	-1	-17	-39	-36	11	COC1=C/C(=C/c2c(O)c(C#N)c3ccccn23)C=CC1=O	-1.8	-35
-4	0	-8	5	1	-3	-2	-16	0	O=C(CS(=O)(=O)c1c[nH]c2ccccc12)N1CCCCCC1	-2.2	16
-11	-2	-12	0	0	-5	9	8	-2	CCOC(=O)N1CCN(C(=O)/C(=C/c2ccc(Cl)cc2)NC(=O)c2ccccc2)CC1	2.1	19
8	-4	0	-3	-5	14	16	-9	2	CN(C)c1nc(=S)nc(NCc2ccccc2)[nH]1	-0.6	-3
7	-9	-8	-11	-4	17	-1	10	-17	CCc1cc(C(=O)Nc2ccc(S(=O)(=O)NC3=NCCCCC3)cc2)sc1C	-0.7	11
5	2	-24	-4	-13	9	-11	-23	-4	Cc1ccc(NC(=S)N2CCN(S(C)(=O)=O)CC2)cc1C	-0.6	22
2	6	-24	2	6	14	-21	-8	17	Cc1ccc2c(c1)[C@H]1[C@H](CO2)[C@H](c2ccccc2)[C@]2(C)C(=O)N(Cc3ccco3)CC(=O)N12	-0.6	11

Complete entries from above. Values in the order: EBV LMP1 NFkB | TLR9-MyD88 block | SRC1 inh | NR5A2 inv ag | NOD2 RIPK2 PPI | MC4R antagonist | NCOA3 inh | NCOA2 inhibitor | ABHD5 PLIN5 PPI | MC4R ag barr | COUP-TFII inh
CCS(=O)(=O)N1Cc2ccccc2CC1C(=O)Nc1cccc(OC)c1 (stereo not given) in the list: -5 | 5 | -36 | -43 | 3 | -6 | -69 | -63 | -1 | -1.1 | -24
COC1=C/C(=C/c2c(O)c(C#N)c3ccccn23)C=CC1=O in the list: -18 | 7 | -24 | -4 | -1 | -17 | -39 | -36 | 11 | -1.8 | -35

Next part:
EBV LMP1 NFkB	TLR9-MyD88 block	SRC1 inh	NR5A2 inv ag	NOD2 RIPK2 PPI	MC4R antagonist	NCOA3 inh	NCOA2 inhibitor	ABHD5 PLIN5 PPI	molecule	MC4R ag barr	COUP-TFII inh
-18	-5	-100	-82	3	0	-67	-42	1	Oc1ccc(/C=N/Nc2nccnc2Cl)cc1	-0.2	-45
-7	7	-4	-31	-5	11	-8	-2	-4	COCc1c(C(=O)N/N=C/C2CC=CCC2)nnn1-c1nonc1N (stereo not given)	-2.1	6
-26	-6	-2	3	-2	42*	-11	3	-24	O=C(Nc1cccc(-c2csc(Nc3cccc(C(F)(F)F)c3)n2)c1)c1ccccc1	1.6	10
-21	-2	24	16	-6	2	26	-33	3	Cc1ccc2cc3cc(C(=O)NCc4ccco4)oc3nc2c1	0.9	-14
-8	-6	5	-7	-22	-2	-11	-17	-2	CC(C)c1ccc(Nc2ccc(C(=O)O)cc2[N+](=O)[O-])cc1	0.3	4
5	-9	2	5	-6	-1	11	16	3	CCOc1cc(CN2CCN(c3ncccn3)CC2)ccc1OC	-0.4	6
-4	-7	12	9	19	2	8	16	5	CCN(CC)CCNC(=O)CN1C(=O)CSc2ccc(S(=O)(=O)N3CCOCC3)cc21	-0.5	-3
-4	4	-19	20	-7	8	11	5	-5	Cc1ccc(NS(=O)(=O)c2ccc(C)c(C(=O)NCC(c3ccccc3)N(C)C)c2)cc1 (stereo not given)	2.7	-5
-1	4	4	12	-7	-2	1	-16	1	N/C(=N/OCC(=O)Nc1cccc2ccccc12)c1nonc1N	-0.3	-2
0	0	-2	18	-2	16	-6	9	1	CCOC(=O)C(C)n1cnc2scc(-c3ccc(C)cc3)c2c1=O (stereo not given)	-2.0	4

2 entries picked at random from the list so far:
EBV LMP1 NFkB	TLR9-MyD88 block	SRC1 inh	NR5A2 inv ag	NOD2 RIPK2 PPI	MC4R antagonist	NCOA3 inh	NCOA2 inhibitor	ABHD5 PLIN5 PPI	molecule	MC4R ag barr	COUP-TFII inh
-26	-6	-2	3	-2	42*	-11	3	-24	O=C(Nc1cccc(-c2csc(Nc3cccc(C(F)(F)F)c3)n2)c1)c1ccccc1	1.6	10
0	0	-2	18	-2	16	-6	9	1	CCOC(=O)C(C)n1cnc2scc(-c3ccc(C)cc3)c2c1=O (stereo not given)	-2.0	4

The list continues:
EBV LMP1 NFkB	TLR9-MyD88 block	SRC1 inh	NR5A2 inv ag	NOD2 RIPK2 PPI	MC4R antagonist	NCOA3 inh	NCOA2 inhibitor	ABHD5 PLIN5 PPI	molecule	MC4R ag barr	COUP-TFII inh
1	-12	-10	-7	-3	2	17	20	-6	CCN1CCN(C(c2nnnn2Cc2ccc3c(c2)OCO3)C(C)C)CC1 (stereo not given)	1.3	6
-3	-9	4	10	1	2	-8	5	6	CCOC(=O)C1CCN(C(=O)COC(=O)c2nn(C)c(=O)c3ccccc23)CC1	-1.8	-2
4	0	-12	8	-4	2	-9	1	-8	COc1ccc(CNC(=S)NCc2ccc(Cl)cc2)cc1OC	-3.1	6
-2	3	3	1	2	-2	-2	8	1	CCOC(=O)c1c(C)[nH]c(C)c1S(=O)(=O)N(C)CC(=O)NCc1ccc(C)cc1	-2.5	-1
-3	-4	-6	-4	4	5	-6	-21	5	Cc1ccc(C)c(Cn2c(=O)c3c(nc4n3CCN4Cc3ccco3)n(C)c2=O)c1	1.1	20
-20	11	15	3	4	0	1	-5	5	CCC(C)Sc1nc2c(cnn2-c2ccc(C)c(C)c2)c(=O)[nH]1 (stereo not given)	2.9	13
4	2	4	-3	-2	2	-15	15	1	CCOc1ccc(S(=O)(=O)N2CCC(C(=O)NCc3cccnc3)CC2)cc1C	1.0	12
3	5	-18	14	0	10	-13	-30	-3	Cc1ccc(C)c(NC(=O)CN(C)C(=O)c2ccc(COc3ccccc3)cc2)c1	-2.2	-2
-2	1	-3	3	2	-4	4	-40	-3	Cc1c(Cc2ccccc2)c(=O)oc2cc(O)cc(O)c12	-1.6	6
6	2	-17	-4	-4	-3	-12	-11	1	C=CCOc1c(Br)cc(CNCCCN2CCOCC2)cc1OC	2.5	11
3	6	-3	2	-5	8	10	-17	6	Cc1nc2ccccc2c(=O)n1-c1ccc(NS(=O)(=O)c2ccc(F)cc2F)cc1	-0.5	-3
9	-6	8	10	2	5	7	-9	-2	Cc1ccc(S(=O)(=O)NC(=O)c2ccc(F)cc2)c(C)c1	-4.3	7
5	9	5	-31	2	11	-27	2	-1	Cc1nn(C2CCS(=O)(=O)C2)c(Cl)c1/C=C/C(=O)OCC(=O)Nc1ccc2c(c1)OCO2 (stereo not given)	-1.6	-4
0	-13	5	6	-12	-3	0	5	-8	Cc1ccc(C(=O)Nc2ccc(Br)cc2)cc1S(=O)(=O)Nc1ccccn1	-2.1	4
0	-1	-18	-11	2	9	-4	8	2	Cc1ccc2oc(=O)c3cnn(CC(=O)Nc4cc(-c5cccc(F)c5)no4)c3c2c1	0.5	-3
3	-4	1	15	2	9	-2	5	2	CC1(c2ccc(OC(F)F)cc2)NC(=O)N(CC(=O)Nc2ccc(OC(F)F)cc2)C1=O (stereo not given)	-0.5	5
-3	-7	-24	-1	-5	-5	-5	5	-2	COc1cc(O)c(C(CC(=O)N2CCCC(C)C2)c2ccc(N(C)C)cc2)c(OC)c1 (stereo not given)	-1.5	9
1	-7	-23	22	4	-2	12	9	-3	O=C(CSc1ncnc2c1cnn2-c1ccccc1)NCC1CCCO1 (stereo not given)	-0.8	12
1	10	-51	21	8	2	15	-23	4	CCCc1cc(=O)n2[nH]c(C(F)(F)F)nc2n1	-1.4	0
3	4	-28	-74	-3	3	-18	-4	-2	Cc1oc2c(C)c(O)ccc2c(=O)c1-c1cnn(-c2ccccc2)c1	29*	21
15	-2	7	-8	5	7	-17	-20	1	C/C(=N\NC(=O)Cc1ccc(Cl)cc1)c1ccccc1O	0.9	-7

Screening data deposited in PubChem by several laboratories.

A portion of the library. The share of hits here may be higher or lower than overall.
